# Screens as filed in PubChem.
# All columns: NCI-60 one-dose screen, growth in % after 48 h at 10 µM unless noted; 100 = growth as untreated, 0 = no growth, -100 = all killed.
# EKVX: EKVX NSCLC; 3% of 71,000 active; AID 1794765
# CCRF-CEM: CCRF-CEM leukemia; AID 1794778; 7% of 77,000 active
# A549/ATCC: A549/ATCC NSCLC; 3.7% of 81,000 active
# SK-MEL-28: SK-MEL-28 melanoma. AID 1794761. 4.1% of 81,000 active
# M14: M14 melanoma. 6.2% of 80,000 active. AID 1794745
# SK-MEL-5: SK-MEL-5 melanoma | 6.4% of 80,000 active | AID 1794755
# HOP-62: HOP-62 NSCLC | AID 1794735 | 3.9% of 80,000 active
# HOP-92: HOP-92 NSCLC cells; 6.3% of 71,000 active; AID 1794738
# Active calls of the source: *; nt = no result given; & = joins results of further samples. Rule for the calls: active = growth percent below 10; inactive = the rest.
SMILES,EKVX,CCRF-CEM,A549/ATCC,SK-MEL-28,M14,SK-MEL-5,HOP-62,HOP-92
CC(=O)[C@H]1CC[C@H]2[C@@H]3C=CC4=CC(=O)CC[C@@]4(C)[C@@H]3CC[C@]12C,118,91,118,113,102,105,109,78
O=C1Nc2ccccc2C(c2c[nH]c3ccccc23)N1 (stereo unspecified),102,100,101,nt,93,97,89,73
Cc1cc(C)nc(NS(=O)(=O)c2ccc(Nc3nc(-c4cccnc4)cs3)cc2)n1,86,103,113,106,117,103,103,84
S=c1[nH]c2ccccc2[nH]c1=S,99&89,111&98,96&95,120&99,113&91,92&103,96,84&98
CC(C)CCNC(=O)CCn1ccc2ccc(Br)cc2c1=O,nt,84,99,89,100,nt,112,101
O=C(Nc1ccc2[nH]ncc2c1)c1ccccc1-n1cnnn1,90,104,82,113,101,105,86,78
CC1Cc2cccc3ccc(=O)n(c23)C1 (stereo unspecified),102,97,106,106,106,101,98,nt
Cc1ccccc1NS(=O)(=O)c1ccccc1,103,100,105,114,118,106,105,96
CCOC(=O)N(CC)c1ccccc1,97,104,100,108,108,117,101,nt
O=C(/C=C/c1ccccc1)c1cccs1,95&98,83,94&94,105&111,112&98,100&101,114&99,79
COc1ccc(-c2n[nH]nc2-c2cc(OC)c3c(c2OC)OCO3)cc1,48,18,33,63,21,6.8*,36,8.8*
CN(C)c1ccc(O)cc1,104,87,76,130,107,99,102,111
c1ccc2[nH]c(SCc3nc4ccccc4s3)nc2c1,72,nt,93,102,107,94,83,79
CCn1c(Sc2nnc(NC(=O)CN3CCOCC3)s2)nc2c1c(=O)n(C)c(=O)n2C,99,101,97,110,106,102,110,105
C/C(=N\O)C1(O)CCCCC1,nt,99,102,114,110,88,106,nt
CN1C(=O)C2(SCC(C(=O)NCc3ccccc3)N2C(=O)C2CCCCC2)c2ccccc21 (stereo unspecified),87,102,94,113,87,nt,98,86
COc1ccc(/C=N/NC(=O)c2ccc(S(C)(=O)=O)cc2)cc1OC,103,103,nt,109,99,98,97,nt
N#CCN1CCCC1,98,97,94,110,98,98,98,89
CC1=C(C(=O)O)CC(S(=O)(=O)O)C1(C)C (stereo unspecified),102,102,97,102,109,97,102,102
Clc1ccc2c(NCCNc3nc(N4CCCCC4)nc4ccccc34)ccnc2c1,33,0.6*,0.1*,-79*,-80*,nt,-18*,-16*
O=CNc1ccc2c(c1)Cc1cccc(NC=O)c1-2,80,107,86,112,91,nt,100,98
COCCn1cc(-c2csc(-c3cn(C(=O)OC(C)(C)C)c4ccc(Br)cc34)n2)c2cccnc21,79,40,76,101,88,70,87,88
CCCc1ccc(S(=O)(=O)N[C@H]2CC[C@H]3[C@@H]4CCc5cc(O)ccc5[C@H]4CC[C@]23C)cc1,nt,nt,39,84,68,59,nt,nt
COc1ccc(CNC(=O)c2c(C)n([O-])c3ccc(F)cc3[n+]2=O)cc1,88,88,nt,101,103,93,94,51
O=c1[nH]cnc2c1cnn2CN1CCOCC1,nt,99,92,103,108,100,114,nt

# (continued)
SMILES,EKVX,CCRF-CEM,A549/ATCC,SK-MEL-28,M14,SK-MEL-5,HOP-62,HOP-92
Clc1ccc2c(NCCCCNc3nc(N4CCOCC4)nc4ccccc34)ccnc2c1,45,-22*,15,119,-66*,nt,-9.8*,72
COc1ccc(C(C)=C(c2ccc(OCCN(C)C)cc2)c2ccc(OCCN(C)C)cc2)cc1F,82,87,98,105,101,92,89,59
Clc1ccccc1-c1ccc(-c2nn3c(-c4ccccc4)nnc3s2)o1,91,60,73,75,93,49,83,106
COc1ccc(OC)c2c1nnc1c3ncccc3c(C#N)n12,114,121,95,107,118,101,90,nt
CCOC(=O)CSc1nnc(Cc2ccccc2Nc2c(Cl)cccc2Cl)n1CC,99,91,100,112,97,100,98,nt
N#Cc1c(-c2ccc(Cl)cc2)cc(-c2ccc(NC(=O)CSc3nc4ccccc4c(=O)n3-c3ccccc3)cc2)nc1N,99,87,83,111,94,91,96,59
O=C(/C=C/Nc1ccc(S(=O)(=O)O)cc1)c1ccccc1,102,100,100,101,97,100,109,95
COc1cc(-c2cn(-c3ccc(Cl)c(Cl)c3)c(=O)[nH]2)cc(OC)c1OC,95,100,90,110,95,101,-1.7*,82
Cn1cnc2c1c(=O)n(CCC(=O)Nc1ccc(S(=O)(=O)Nc3ncccn3)cc1)c(=O)n2C,104,115,99,115,107,100,100,81
COC(=O)CC[C@H](C)[C@H]1CC[C@H]2[C@@H]3CC[C@@H]4CC5(CC[C@]4(C)[C@H]3CC(=O)[C@]12C)Nc1ccccc1NC5=NC(C)(C)C (stereo partly specified),87,55,82,89,85,77,84,-2.1*
COc1ccc(-c2nnc3c4[nH]cnc4ncn23)c(OC)c1,nt,13,72,85,10,49,26,53
CCc1cccc(CC)c1N1C(=O)C=CC1=O,113,17,72,119,87,98,84,57
S=c1n(Cc2ccc3ccccc3c2)c2ccccc2n1Cc1ccc2ccccc2c1,93,82,88,102,92,86,82,83
CC(=O)OC[C@H]1OC(Sc2sc(C(=O)c3ccc(C)cc3)c(N)c2-c2nc3ccccc3s2)[C@H](OC(C)=O)[C@@H](OC(C)=O)[C@H]1OC(C)=O (stereo partly specified),68,80,89,103,93,31,86,84
COc1ccc(NC(=O)c2c(Nc3ccc(OC)cc3OC)[nH]n3c(=O)cc(C)nc23)c(OC)c1,108,93,88,98,100,99,81,84
N#CSc1c[nH]c2ccc(/C=C/C(=O)/C=C(/C=C/c3ccc4[nH]cc(SC#N)c4c3)OB(F)F)cc12,-5.6*,-28*,4.6*,-1.4*,-40*,9.1*,15,-74*
CC(=O)Nc1nc(C)c(CCC2OCCO2)c(=O)[nH]1,105,99,100,110,98,105,84,84
COc1nc2[nH]c(-c3ccc(Cl)cc3)c(C3C(=O)N(Cc4ccccc4)c4ccccc43)c2c(=O)[nH]1 (stereo unspecified),nt,87,97,100,98,101,132,57
O=C(Cn1c(CO)nc2ccccc21)N1N=C(c2ccc(Cl)cc2)CC1c1ccco1 (stereo unspecified),87,nt,77,173,100,108,94,107
O=C1C=CC2C=CC1C=C2,111,115,102,114,104,100,98,nt
CCCCCC1c2cc(O)ccc2OC1N1CCOCC1 (stereo unspecified),96,nt,97,105,110,103,110,80
O=C1NC(SCc2ccc(F)cc2)=N/C1=C/c1cccc(OCc2ccc(Cl)cc2)c1,66,55,26,91,64,83,46,68
CN(C)c1ccc(N=C(C#N)c2cc3ccccc3[nH]2)cc1,80,55,90,105,93,92,95,89
Nc1n[nH]c(N)c1N=Nc1ccc(S(N)(=O)=O)cc1,101,121,106,100,106,102,105,84
CCCCCCCCSCc1ccc(N)cc1,nt,40,109,102,107,105,104,92

# A portion from the list above:
SMILES,EKVX,CCRF-CEM,A549/ATCC,SK-MEL-28,M14,SK-MEL-5,HOP-62,HOP-92
Clc1ccc2c(NCCCCNc3nc(N4CCOCC4)nc4ccccc34)ccnc2c1,45,-22*,15,119,-66*,nt,-9.8*,72
COc1ccc(C(C)=C(c2ccc(OCCN(C)C)cc2)c2ccc(OCCN(C)C)cc2)cc1F,82,87,98,105,101,92,89,59

# Other records
SMILES,EKVX,CCRF-CEM,A549/ATCC,SK-MEL-28,M14,SK-MEL-5,HOP-62,HOP-92
COCc1c(N)c(C)nc(Cl)c1NC(C)=O,100,115,104,87,100,108,102,109
CCCn1c(=O)c2[nH]c(-c3ccc(OCc4nc5ccccc5[nH]4)cc3)nc2n(CCC)c1=O,56,88,39,102,74,45,22,-6.5*
Cc1nc(SCC(=O)c2ccc(Cl)cc2)n(Nc2ccccc2)c1C,nt,82,87,109,107,97,101,77
C/C(=N\NC(=O)CSc1nc2ccccc2c(=O)n1CCc1ccc(S(N)(=O)=O)cc1)c1ccc(Cl)cc1,97,73,62,92,90,66,62,nt
CCOC(=O)c1c2c(c(C)n1Cc1ccccc1)-c1oncc1CC2,61,91,99,114,124,97,78,65
O=C1SCN(Cc2ccccc2)CN1Cc1ccccc1,101,61,99,111,99,93,102,nt
CN(C)c1ccc(/C=C/C(=O)c2ccccc2O)cc1,89,52,92,122,100,98,100,70
O=C(NCc1ccccc1)C(c1ccc(Br)cc1)N(C(=O)CCc1ccc(O)cc1)C1CC1 (stereo unspecified),94,85,82,nt,102,nt,105,86
CC[C@@H](c1ccc(O)c(O)c1)[C@@H](CC)c1ccc(O)c(O)c1,117,7.9*,107,87,62,91,106,70
CC(=O)c1ccc(NC(=O)COc2ccc(C3SCC(=O)N3c3ccc(Br)cc3)cc2)cc1 (stereo unspecified),94,90,94,104,100,96,94,84
CC(=O)c1ccc2c3c(ccc([N+](=O)[O-])c13)CC2,100,91,89,109,101,108,111,86
CC(=O)N(Cc1ccccc1)c1nc2ccc(O)c(CN(C)C)c2s1,89,106,98,107,104,99,91,38
Nc1nc(Nc2cc(Cl)cc(Cl)c2)nn1S(=O)(=O)c1ccc2ccccc2c1,54,58,43,85,78,86,66,-10*
N#CC1=C(N)Oc2cc(O)ccc2C1c1cc2c(c([N+](=O)[O-])c1)OCCO2 (stereo unspecified),nt,98,96,94,97,98,102,79
COc1ccc(C2C3=C(COC3=O)N(CCO)c3cc(OC)c(OC)cc32)cc1 (stereo unspecified),86,96,108,115,108,100,96,87
C#C[C@]1(O)CCC2C3CCc4cc(OC5CCCC5)ccc4C3CC[C@@]21C (stereo partly specified),86,85,66,103,80,100,nt,100
COc1ccccc1[C@H]1C(C(=O)c2ccc(O)cc2)C2(N[C@@H]1c1ccccc1)C(=O)Nc1ccc(Br)cc12 (stereo partly specified),30,22,33,60,52,26,51,52
CC(=O)c1cccc(OC(=O)c2ccccc2)c1,110,98,99,92,93,108,104,83
COc1ccc(/C=C/C=C\C(=O)c2ccc(-n3ccnc3)cc2)cc1,97,80,82,104,21,89,101,97
O=C(/C=C/c1ccc2c(c1)OCO2)OC/C=C/c1ccc2c(c1)OCO2,109,102,103,113,108,105,99,nt
C=CC(=O)Nc1ccc(C(=O)/C=C/c2ccc(N(C)C)cc2)c(O)c1,17,11,13,-6.2*,-5.1*,2.1*,10,46
CCSC(=O)CCC(C)C1CCC2C3CC=C4CC(OC(C)=O)CCC4(C)C3CCC12C (stereo unspecified),112,112,101,111,108,103,nt,103
CNC(=S)NNC(=O)C1CC1,105,97,99,113,100,105,106,96
Cc1ccc(S(=O)(=O)NCCCNc2nccc(-c3c(-c4ccccc4)nc4sccn34)n2)cc1,nt,18,58,78,31,45,124,94
NNCC(O)c1ccccc1 (stereo unspecified),89,97,77,105,96,98,67,84

# Structural class, those above with a furan ring, fused or not
SMILES,EKVX,CCRF-CEM,A549/ATCC,SK-MEL-28,M14,SK-MEL-5,HOP-62,HOP-92
Clc1ccccc1-c1ccc(-c2nn3c(-c4ccccc4)nnc3s2)o1,91,60,73,75,93,49,83,106
O=C(Cn1c(CO)nc2ccccc21)N1N=C(c2ccc(Cl)cc2)CC1c1ccco1 (stereo unspecified),87,nt,77,173,100,108,94,107

# The list continues:
SMILES,EKVX,CCRF-CEM,A549/ATCC,SK-MEL-28,M14,SK-MEL-5,HOP-62,HOP-92
O=C(Nc1cccc(Cn2c(=O)[nH]c3ccc(Oc4ncccn4)cc3c2=O)c1)c1cccc(Cl)c1,46,47,56,79,70,11,79,75
NS(=O)(=O)c1ccc(Nc2nc(NNC(=O)CBr)nc(Nc3ccccc3)n2)cc1,95,103,101,108,93,101,98,103
Fc1ccccc1-c1nnc2sc(-c3ccccc3)nn12,91,100,91,105,105,97,97,84
O=Cc1sc2ccccc2c1Br,94,83,101,100,90,96,81,90
COc1cc(CNC(=O)Cc2ccccc2)ccc1O,94,95,105,106,103,101,99,98
O=C(Cc1cccc([N+](=O)[O-])c1)Nc1ccccc1,105,94,99,106,125,106,104,94
O=C(c1ccc(Cl)cc1)N1CCCCC1,98,93,95,101,104,100,97,97
COc1ccc(-c2cc(-c3ccccc3)c(C#N)c(=O)[nH]2)cc1S(N)(=O)=O,96,113,99,107,100,104,98,110
CC(=O)Cc1nc2scc(-c3ccccc3)c2c(=O)[nH]1,82,93,80,106,97,90,79,74
COc1cc(-c2cc(-c3ccc(Cl)cc3)nc(N)c2C#N)cc(OC)c1OC,83,114,83,113,104,81,87,72
CCC1(CC)C(=O)NC(=Nc2ccccc2)N(c2ccccc2)C1=O,108,117,104,104,nt,100,96,87
O=C(NCCN1CCOCC1)c1cncnc1Nc1ccc(OCc2cccc(F)c2)c(Cl)c1,95,88,99,95,97,87,97,59
N=C1NC(=O)/C(=C/c2cn(-c3ccccc3)nc2-c2ccccc2)S1,89,89,109,112,113,97,91,86
COC(=O)c1cc(C(=O)C(C)(C)C)n2c1ccc1c3ccccc3ccc12,87,99,113,103,110,94,100,94
[O-][n+]1cccc2cccc(O)c21,98,113,95,117,111,100,96,nt
NS(=O)(=O)c1ccc(C(=O)NNCCC(=O)c2ccc3ccccc3c2)cc1,96,104,104,103,97,99,93,89
O=C(Nc1ccc2ccccc2c1)c1cc2ccccc2cc1O,100,75,85,89,99,87,99,64
O=c1[nH]c2cc([N+](=O)[O-])cc(Cl)c2c2ccccc12,48,96,81,101,114,88,86,87

# Rewritten with two lines to a compound: part of the list above.
# The line under a structure holds: EKVX	CCRF-CEM	A549/ATCC	SK-MEL-28	M14	SK-MEL-5	HOP-62	HOP-92
O=C(Nc1cccc(Cn2c(=O)[nH]c3ccc(Oc4ncccn4)cc3c2=O)c1)c1cccc(Cl)c1
  46	47	56	79	70	11	79	75
NS(=O)(=O)c1ccc(Nc2nc(NNC(=O)CBr)nc(Nc3ccccc3)n2)cc1
  95	103	101	108	93	101	98	103
Fc1ccccc1-c1nnc2sc(-c3ccccc3)nn12
  91	100	91	105	105	97	97	84
O=Cc1sc2ccccc2c1Br
  94	83	101	100	90	96	81	90
COc1cc(CNC(=O)Cc2ccccc2)ccc1O
  94	95	105	106	103	101	99	98
